MazEF act: increases E. coli MazEF RNase cleavage of RNA; P0AE70; FAM/BHQ RNA-DNA oligo cleavage fluorescence, 5 h; actives 0.32% (n = 350,000); activation, % at 20 µM; in the data active = activation above about 50%
Target sequence (P0AE70 whole entry, looked up): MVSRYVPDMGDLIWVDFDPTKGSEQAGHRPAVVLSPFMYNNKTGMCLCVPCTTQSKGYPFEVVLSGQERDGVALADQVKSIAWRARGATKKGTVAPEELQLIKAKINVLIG
BioA inh: inhibitors of Mycobacterium tuberculosis BioA enzyme | purified M. tuberculosis BioA enzyme, plate reader | inhibition, % at 9.99 µM | actives 0.096% (n = 360,000); in the data active = inhibition above about 40%; inconclusive = no clear call, values can overlap the other calls
GDH-TPI counter: counter-screen for M. tuberculosis FBA inhibitors: GDH-TPI coupled enzymes; GDH-TPI coupled enzyme counterscreen, NADH absorbance; inhibition, % at 4.8 µM; actives 1.2% (n = 360,000); in the data active = inhibition above about 30%;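 also: 0% = DMSO wells and 100% = wells lacking the enzyme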
BoNT-F LC inh: blocks Botulinum neurotoxin F light chain protease; Multiplex microsphere protease cleavage assay, flow cytometry; inhibition, % at 10 µM; actives 0.22% (n = 360,000); AID 588497; in the data active = inhibition above about 35%, passing the limit was not always enough; inconclusive = no clear call, values can overlap the other calls; also: plate controls were buffer without enzyme for full effect and enzyme alone for no effect
PrPC TRFRET: cell surface PrPC inhibition, primary TR-FRET screen; P04156; TR-FRET read-out; inhibition, % at 13.8 µM; actives 0.43% (n = 370,000); AID 720596; in the data active = inhibition above about 24%; also: 0% = median of the test wells and 100% = reference compound wells
Rv3671c inh: Rv3671c (M. tuberculosis) protease inhibition. P9WHR9. actives 0.048% (n = 320,000). inhibition, % at 5.96 µM. AID 2606; in the data active = inhibition above about 38%;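 also: extracellular domain of Rv3671c used as enzyme; 0% = enzyme with DMSO and 100% = no enzyme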
Target sequence (P9WHR9 whole entry, looked up, the tested form may be a part): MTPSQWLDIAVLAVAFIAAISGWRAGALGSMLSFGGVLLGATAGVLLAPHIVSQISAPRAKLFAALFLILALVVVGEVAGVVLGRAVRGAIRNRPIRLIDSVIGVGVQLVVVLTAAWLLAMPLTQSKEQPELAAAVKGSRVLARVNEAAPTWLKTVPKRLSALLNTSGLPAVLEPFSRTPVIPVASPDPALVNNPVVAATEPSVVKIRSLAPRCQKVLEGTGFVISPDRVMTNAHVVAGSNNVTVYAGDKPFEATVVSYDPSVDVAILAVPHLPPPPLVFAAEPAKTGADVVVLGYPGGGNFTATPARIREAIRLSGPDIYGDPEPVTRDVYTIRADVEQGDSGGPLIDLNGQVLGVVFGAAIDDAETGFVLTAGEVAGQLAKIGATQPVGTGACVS
Mtb UGM inh: Mtb UDP-galactopyranose mutase inhibition. P9WIQ1. purified UGM, fluorescence polarization probe displacement. inhibition, % at 10 µM. actives 0.06% (n = 320,000). AID 504406; in the data active = inhibition above about 10%, passing the limit was not always enough; inconclusive = no clear call, values can overlap the other calls
FadD28 binding: M. tuberculosis FadD28 bisubstrate binding inhibition. actives 0.22% (n = 360,000). FadD28 bisubstrate probe binding, fluorescence polarization. inhibition, % at 12.5 µM. AID 588549; in the data active = inhibition above about 8.5%, passing the limit was not always enough; inconclusive = no clear call, values can overlap the other calls
FBA Mtb inh: Mtb fructose-bisphosphate aldolase inhibition; purified M. tuberculosis FBA, fluorescence read-out; actives 2.3% (n = 360,000); P9WQA3; inhibition, % at 1 µM; in the data active = inhibition above about 27%;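 also: 0% = vehicle and 100% = reference inhibitor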
Target sequence (P9WQA3 whole entry, looked up): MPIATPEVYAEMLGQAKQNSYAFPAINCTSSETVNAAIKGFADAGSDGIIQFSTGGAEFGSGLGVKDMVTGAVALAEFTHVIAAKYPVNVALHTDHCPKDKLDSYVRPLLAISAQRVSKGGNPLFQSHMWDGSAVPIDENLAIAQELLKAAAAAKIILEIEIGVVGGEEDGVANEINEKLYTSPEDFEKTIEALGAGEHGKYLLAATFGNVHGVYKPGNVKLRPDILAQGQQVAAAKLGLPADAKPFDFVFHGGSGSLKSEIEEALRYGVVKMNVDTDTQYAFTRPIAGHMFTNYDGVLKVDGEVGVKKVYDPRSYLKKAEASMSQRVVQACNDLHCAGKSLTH
An asterisk follows results filed as active; ? = inconclusive; . = no result given.

1. O=C(OCC(=O)N1CCc2ccccc21)c1c2c(nc3ccccc13)CCCC2
2. COc1cc2oc(=O)cc(CN(Cc3ccccc3)Cc3ccccc3)c2cc1Cl
3. O=C(O)c1ccccc1CSc1nc2ccccc2n1Cc1ccccc1C(=O)O
4. CC(=O)NN1C(=O)/C(=C/c2ccc(C(C)C)cc2)SC1=S
5. COC1CCN(C(=O)CC2C(=O)NCCN2CC(C)(C)C)CC1 (stereo not given)
6. CCC(=O)N(CCC(c1ccco1)c1ccccc1OC)Cc1cccs1 (stereo not given)
Screen / compound no.	1	2	3	4	5	6
MazEF act	-20	.	-7	4	6	5
BioA inh	-0.1	-2.3	.	.	.	0.9
GDH-TPI counter	-1	.	-2	22	1	-7
BoNT-F LC inh	0	-2	2	-1	-3	0
PrPC TRFRET	7	1	6	-3	2	0
Rv3671c inh	-26	.	1	-5	-11	-7
Mtb UGM inh	2.2	.	4.5	-1.1	3.4	-1.0
FadD28 binding	-0.6	0.6	-1.1	-1.4	0.3	-2.5
FBA Mtb inh	-3	-1	-3	2	5	2

7. CCOC(=O)Cc1csc(NC(=O)C(CC(C)C)NC(=O)C2CCCCC2)n1 (stereo not given)
8. COCC(C)n1c(SCC(=O)Nc2c(C)n(C)n(-c3ccccc3)c2=O)nc2ccccc2c1=O (stereo not given)
9. COc1ccc(CCNC(=O)c2cc(S(=O)(=O)N3CCC4(CC3)OCCO4)ccc2F)cc1OC
10. CC1=C(C)/C(=N\OS(=O)(=O)c2ccc(C)cc2)C=CC1=O
11. O=C(Oc1nsnc1N1CCCCC1)N1CCOCC1
12. Fc1ccc(CNc2ncnc3c2cnn3-c2ccccc2)cc1
Screen / compound no.	7	8	9	10	11	12
MazEF act	-5	2	0	1	-2	22
BioA inh	-2.5	-3.7	.	.	-1.8	7.7
GDH-TPI counter	3	9	-3	9	6	-9
BoNT-F LC inh	-3	-2	-4	-4	-11	?
PrPC TRFRET	2	-1	1	1	-1	-1
Rv3671c inh	9	-6	-1	-6	6	-3
Mtb UGM inh	0.0	1.3	-3.5	-1.3	-1.6	-0.2
FadD28 binding	1.7	0.1	-3.7	-0.4	-4.1	-3.8
FBA Mtb inh	1	8	4	0	4	4

Shown with each value named: entries from further up.
3. O=C(O)c1ccccc1CSc1nc2ccccc2n1Cc1ccccc1C(=O)O
- MazEF act: -7
- BioA inh: .
- GDH-TPI counter: -2
- BoNT-F LC inh: 2
- PrPC TRFRET: 6
- Rv3671c inh: 1
- Mtb UGM inh: 4.5
- FadD28 binding: -1.1
- FBA Mtb inh: -3
4. CC(=O)NN1C(=O)/C(=C/c2ccc(C(C)C)cc2)SC1=S
- MazEF act: 4
- BioA inh: .
- GDH-TPI counter: 22
- BoNT-F LC inh: -1
- PrPC TRFRET: -3
- Rv3671c inh: -5
- Mtb UGM inh: -1.1
- FadD28 binding: -1.4
- FBA Mtb inh: 2
5. COC1CCN(C(=O)CC2C(=O)NCCN2CC(C)(C)C)CC1 (stereo not given)
- MazEF act: 6
- BioA inh: .
- GDH-TPI counter: 1
- BoNT-F LC inh: -3
- PrPC TRFRET: 2
- Rv3671c inh: -11
- Mtb UGM inh: 3.4
- FadD28 binding: 0.3
- FBA Mtb inh: 5
6. CCC(=O)N(CCC(c1ccco1)c1ccccc1OC)Cc1cccs1 (stereo not given)
- MazEF act: 5
- BioA inh: 0.9
- GDH-TPI counter: -7
- BoNT-F LC inh: 0
- PrPC TRFRET: 0
- Rv3671c inh: -7
- Mtb UGM inh: -1.0
- FadD28 binding: -2.5
- FBA Mtb inh: 2

The list continues.
13. O=C(c1cc(-c2ccc(Cl)cc2Cl)on1)N1CCCCCC1
14. Cc1ccc(NC(=O)Cc2nnc(SCC(=O)Nc3ccc(N4CCOCC4)cc3)n2C)cc1
15. NC(=O)CN1CC(c2ccccc2)CC1=O (stereo not given)
16. CCOc1ccc(-n2cc(C(=O)Nc3cccc(OC)c3)c3cc(OC)c(OC)cc3c2=O)cc1
17. CCc1nc2c(OCC(=O)C(C)(C)C)cccn2c1N(C)C(=O)C1CC1
18. O=C(/C=C/c1ccccc1)NC(=S)Nc1ccccc1C(=O)NC1CCCCC1
Screen / compound no.	13	14	15	16	17	18
MazEF act	-6	10	1	-8	.	-15
BioA inh	-0.2	-1.2	-0.5	0.1	-1.7	-0.4
GDH-TPI counter	0	2	-4	4	4	13
BoNT-F LC inh	4	12	0	-16	-1	-1
PrPC TRFRET	-6	4	0	12	-1	-4
Rv3671c inh	-14	2	12	-15	.	-6
Mtb UGM inh	1.7	0.1	0.3	4.0	.	1.8
FadD28 binding	-3.3	-1.7	-4.1	-4.5	1.4	1.1
FBA Mtb inh	1	1	-2	3	0	-2

19. Cc1oc(C(C)(C)C)cc1C(=O)NC(Cc1ccccc1)C(=O)O (stereo not given)
20. COc1ccc(Br)cc1CN(C)C(=O)C1=CC=CN2CCS(=O)(=O)N=C12
21. C=CCn1c(-c2cccc(S(=O)(=O)N3CCOCC3)c2)n[nH]c1=S
22. O=S(=O)(c1ccccc1)c1cnn(-c2ccccc2)c1-c1ccc(Cl)cc1
23. CCn1nc(C)cc1C(=O)NC1CC(C)(C)Cc2c1cnn2-c1cccc(F)c1 (stereo not given)
24. COc1ccc2cc3cc(C(=O)NCC4COc5ccccc5O4)oc3nc2c1 (stereo not given)
Screen / compound no.	19	20	21	22	23	24
MazEF act	-3	2	1	11	1	-14
BioA inh	.	-2.3	0.5	-2.0	19	-1.2
GDH-TPI counter	-13	9	-1	13	2	30
BoNT-F LC inh	-1	-6	-10	-2	14	-37
PrPC TRFRET	-1	1	4	-2	-1	-12
Rv3671c inh	0	0	.	-5	-3	1
Mtb UGM inh	1.0	-1.6	.	3.7	-1.1	1.6
FadD28 binding	-3.7	-0.7	-0.6	-0.6	2.0	-3.0
FBA Mtb inh	-2	1	1	3	1	152*

25. CCOC(=O)COc1cccc2c(=O)n(CC(=O)N3CCN(C(=O)OCC)CC3)ccc12
26. Cc1c(Cc2ccc3c(c2)OCO3)sc(NC(=O)C2CC2)c1C(N)=O
27. Cc1ccc(CSCCNC(=O)CN(c2cc(C)ccc2C)S(C)(=O)=O)cc1
28. O=C(NCCC(=O)N1CCN(c2ccccc2F)CC1)c1ccco1
29. Cc1cccc(-c2ncc(CN3CCN(C4CCCC4)C(CCO)C3)cn2)c1 (stereo not given)
30. Cc1ccccc1NC1=C/C(=N\S(=O)(=O)c2cccs2)c2ccccc2C1=O
Screen / compound no.	25	26	27	28	29	30
MazEF act	7	11	1	-11	0	10
BioA inh	0.0	3.5	.	4.1	.	-1.0
GDH-TPI counter	16	11	0	4	4	16
BoNT-F LC inh	14	0	-3	.	0	?
PrPC TRFRET	8	-2	-2	4	-1	-4
Rv3671c inh	7	0	9	0	-20	-195
Mtb UGM inh	2.6	-2.0	0.3	-0.2	-1.0	3.5
FadD28 binding	0.8	-2.2	1.0	-4.2	1.3	0.1
FBA Mtb inh	5	0	4	1	0	-5

31. CSc1ncccc1C(=O)N1CCCC(C(=O)c2cc(F)ccc2F)C1 (stereo not given)
32. COc1cccc(NC(=O)COC(=O)/C=C/c2ccco2)c1
33. COc1ccccc1C(=O)NC(=O)CSc1nnnn1C
34. C/C(=N/NC(=O)c1cccs1)c1cccs1
35. c1ccc(COc2ccccc2CNC23CC4CC(CC(C4)C2)C3)cc1
36. COc1ccc(N2CCN(C(=O)CN3C(=O)NC4(CCCCCC4)C3=O)CC2)cc1
Screen / compound no.	31	32	33	34	35	36
MazEF act	3	1	6	-2	21	7
BioA inh	.	0.2	-0.5	0.0	.	1.0
GDH-TPI counter	10	7	-2	2	-3	2
BoNT-F LC inh	3	.	8	-43	-1	.
PrPC TRFRET	-5	-1	-8	-2	-2	3
Rv3671c inh	2	-5	-5	4	-10	2
Mtb UGM inh	4.5	.	0.8	0.3	1.3	-0.3
FadD28 binding	-1.3	-0.1	-1.0	-4.5	-4.5	-1.7
FBA Mtb inh	3	-2	2	2	-2	-1

37. CN(CC(=O)Nc1ccccc1Cl)C1CCS(=O)(=O)C1 (stereo not given)
38. CCC(CC)C(=O)N1CC(=O)Nc2ccc(F)cc2C1c1ccccc1 (stereo not given)
39. CC(C)C(c1nnnn1Cc1ccccc1)N(CCCO)Cc1cc2cc3c(cc2[nH]c1=O)OCO3 (stereo not given)
40. Cc1cccnc1Nc1nc(-c2ccc(O)cc2O)cs1
41. c1ccc(-c2csc(N3CCc4ccccc4C3)n2)cc1
42. CC(C)OC(=O)N(C)C[C@@H]1OCc2ccccc2-c2c(n(C)c3ccccc23)C(=O)N([C@@H](C)CO)C[C@H]1C
Screen / compound no.	37	38	39	40	41	42
MazEF act	0	4	-10	13	1	9
BioA inh	-5.6	-1.1	-0.5	-0.1	-0.9	-2.4
GDH-TPI counter	0	4	24	15	3	2
BoNT-F LC inh	2	-22	-7	0	23	2
PrPC TRFRET	4	7	2	7	5	17
Rv3671c inh	2	-1	6	8	5	.
Mtb UGM inh	-1.3	0.7	1.3	-0.9	-0.4	.
FadD28 binding	.	-1.6	-2.4	0.1	1.0	0.6
FBA Mtb inh	4	0	24	7	8	4

43. COc1ccc(CN2Cc3cc(N4CCCCC4)ccc3-n3nncc3C2)cc1
44. S=C(NCc1ccccc1)NCc1ccccn1
45. C/C(=N\NC(=O)CC1(C)OCCO1)c1cccs1
46. COc1ccc(NC(C)C(=O)N2CCN(Cc3ccccc3)CC2)cc1 (stereo not given)
47. COCC(C)(C)COS(N)(=O)=O
48. CC1CCCCN1C(=O)Cn1nnc(-c2cccnc2)n1 (stereo not given)
Screen / compound no.	43	44	45	46	47	48
MazEF act	.	-6	13	-9	0	28
BioA inh	-5.0	-0.5	.	1.1	-1.9	0.8
GDH-TPI counter	.	-8	6	-11	0	9
BoNT-F LC inh	3	-6	-12	-32	-5	6
PrPC TRFRET	9	3	2	0	2	-3
Rv3671c inh	.	5	8	-7	-6	-15
Mtb UGM inh	.	1.8	1.7	-0.4	0.1	-2.0
FadD28 binding	-0.8	-0.4	-1.3	-2.8	-0.3	-2.6
FBA Mtb inh	6	1	2	-7	2	2

49. COCCNC(=O)c1ccc(N2CC3CC(C2)c2cccc(=O)n2C3)c(NC(=O)c2ccc(F)cc2)c1 (stereo not given)
50. O=C(CCCN1C(=O)/C(=C/c2cccs2)SC1=S)Nc1ccc(O)cc1
51. Cc1ccc(Cl)c(OCC(=O)Nc2cccnc2)c1
52. Cc1ccccc1NS(=O)(=O)c1ccc(OCC(=O)NCc2ccco2)cc1
53. CCn1c(=O)c2c(nc(SCC(=O)NC3CCCC3)n2C)n(C)c1=O
54. CSc1ccccc1OCc1cc(C(=O)NCc2ccc(C)s2)no1
Screen / compound no.	49	50	51	52	53	54
MazEF act	-17	5	5	0	-10	-2
BioA inh	1.7	-1.2	5.8	-0.1	-1.8	-0.7
GDH-TPI counter	1	4	-4	4	-3	1
BoNT-F LC inh	3	10	28	-8	2	-11
PrPC TRFRET	-4	-5	3	3	-3	-3
Rv3671c inh	5	0	-4	1	0	-1
Mtb UGM inh	0.5	-2.3	1.0	0.0	-1.9	2.2
FadD28 binding	0.9	-2.7	1.4	-1.7	-2.0	-2.0
FBA Mtb inh	-1	-7	2	0	1	0

55. CCN(CC)C(=O)CSc1nnc([C@@H](N)C(C)C)o1
56. O=C(COC(=O)c1cncc(Br)c1)NC1CCCCCC1
57. Cc1nonc1OCC(C)(COc1nonc1C)NC(=O)c1ccc(Cl)cc1
58. CC(=O)Nc1ccc2[nH]c3ccccc3c2c1
59. Nc1c(C(=O)Nc2ccc(Cl)cc2)oc2ccccc12
Screen / compound no.	55	56	57	58	59
MazEF act	-7	11	-3	-3	11
BioA inh	.	.	1.6	.	-0.1
GDH-TPI counter	10	0	-2	17	28
BoNT-F LC inh	-12	2	-37	-3	-8
PrPC TRFRET	0	9	9	-1	2
Rv3671c inh	-9	5	-14	2	9
Mtb UGM inh	1.8	0.8	-1.3	0.9	0.5
FadD28 binding	-1.1	-3.2	-6.0	1.3	-1.7
FBA Mtb inh	1	-1	0	1	15

A draw from above in order of molecular weight, ascending:
58. CC(=O)Nc1ccc2[nH]c3ccccc3c2c1
59. Nc1c(C(=O)Nc2ccc(Cl)cc2)oc2ccccc12
54. CSc1ccccc1OCc1cc(C(=O)NCc2ccc(C)s2)no1
Screen / compound no.	58	59	54
MazEF act	-3	11	-2
BioA inh	.	-0.1	-0.7
GDH-TPI counter	17	28	1
BoNT-F LC inh	-3	-8	-11
PrPC TRFRET	-1	2	-3
Rv3671c inh	2	9	-1
Mtb UGM inh	0.9	0.5	2.2
FadD28 binding	1.3	-1.7	-2.0
FBA Mtb inh	1	15	0
